# FEN1 inhibitor = blocks human flap endonuclease 1; Recombinant FEN1 flap cleavage, fluorescence, 15 min; Potency, µM (doses to about 114 µM), without a hit: top-dose activity change, negative = inhibition, usual class: inhibitors; actives 0.35% (n = 390,000); AID 588795; also: nearly all actives have a fitted effect of over 65% in size
# Target sequence (P39748 whole entry, looked up): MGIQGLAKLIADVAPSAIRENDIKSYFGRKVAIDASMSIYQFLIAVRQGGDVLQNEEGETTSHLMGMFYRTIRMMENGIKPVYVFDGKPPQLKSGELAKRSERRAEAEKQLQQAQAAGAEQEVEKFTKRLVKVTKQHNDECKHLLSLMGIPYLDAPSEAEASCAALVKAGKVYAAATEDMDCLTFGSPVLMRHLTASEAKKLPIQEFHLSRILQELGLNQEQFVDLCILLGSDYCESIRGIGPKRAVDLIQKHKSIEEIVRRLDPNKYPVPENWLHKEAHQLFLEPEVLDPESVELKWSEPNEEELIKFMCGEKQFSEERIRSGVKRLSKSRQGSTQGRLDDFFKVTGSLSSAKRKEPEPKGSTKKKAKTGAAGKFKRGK
#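 FEN1 at 10 nM, compound pretreatment for 15 min (room temperature), 50 nM final substrate to initiate; endpoint reads at 0 and 15 min; DMSO-only plates used as vehicle background.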
# N370S GC mod = inhibitors or activators of N370S glucocerebrosidase for Gaucher disease. P04062. N370S GC spleen homogenate, 4MU-glucoside fluorescence. Potency, µM (doses to about 59.4 µM), for inactives: at the top dose activity change, negative = inhibition, most hits filed as inhibitors. actives 0.092% (n = 330,000). AID 2101;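 also: 0% = full enzyme activity and -100% = no enzyme basal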
# TDP1 block = blocks human tyrosyl-DNA phosphodiesterase 1 | Q9NUW8 | recombinant TDP1, AlphaScreen DNA substrate cleavage | Potency, µM (highest dose often 130 µM), without a hit: at the top dose activity change, negative = inhibition, usual class: inhibitors | actives 0.28% (n = 350,000) | AID 485290; also: nearly all actives have a fitted effect of over 40% in size
# Target sequence (Q9NUW8 whole entry, looked up): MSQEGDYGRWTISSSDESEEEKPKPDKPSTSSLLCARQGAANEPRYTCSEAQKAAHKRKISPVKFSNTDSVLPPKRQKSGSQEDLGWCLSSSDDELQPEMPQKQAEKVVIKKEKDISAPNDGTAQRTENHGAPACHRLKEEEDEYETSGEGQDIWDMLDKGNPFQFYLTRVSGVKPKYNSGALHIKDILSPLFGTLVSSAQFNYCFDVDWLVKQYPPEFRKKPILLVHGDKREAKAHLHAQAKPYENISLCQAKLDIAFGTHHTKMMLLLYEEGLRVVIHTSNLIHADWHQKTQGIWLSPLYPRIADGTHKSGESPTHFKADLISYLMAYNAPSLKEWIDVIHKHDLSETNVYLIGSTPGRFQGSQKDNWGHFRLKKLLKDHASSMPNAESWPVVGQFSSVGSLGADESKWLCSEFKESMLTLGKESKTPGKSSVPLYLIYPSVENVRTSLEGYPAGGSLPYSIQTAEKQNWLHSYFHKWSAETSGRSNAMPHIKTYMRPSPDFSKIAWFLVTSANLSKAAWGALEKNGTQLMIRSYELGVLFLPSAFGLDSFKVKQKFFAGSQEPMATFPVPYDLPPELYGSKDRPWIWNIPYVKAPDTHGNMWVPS
#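 Compounds were preincubated with Tdp1 (1 nM final) for 15 min at room temperature before substrate (15 nM final) started a 5 min reaction; beads (10 ug/ml final) were then added for 10 min before AlphaScreen detection.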
# An asterisk follows results filed as active; u = inconclusive; x = not tested or not shown; & = joins results of further samples; [ ] = dose if it differs, or a comment. Calls follow the shape of the dose curve; as a rule, active = well fitted curve in the direction sought with a large enough effect; inconclusive = small, poorly fitted or top-dose-only effect, or another doubt; inactive = no such curve, though single readings can be large; an effect the other way counts as inactive or inconclusive. Unless noted, % is scaled to controls: 0 for no effect and ±100 for the full control effect; potency is read from the fitted curve at half-maximal effect. No enrichment for hits. Share with any hit: about 0.53%.
SMILES,FEN1 inhibitor,N370S GC mod,TDP1 block
Cc1ccc(NC(=O)CSc2nc(=O)n(CCCN(C)C)c3c2CCC3)cc1F,-10.0%,x,-2.6%
Cc1noc(C)c1S(=O)(=O)N(C)C[C@H]1Oc2ccc(NC(=O)C3CC3)cc2C(=O)N([C@H](C)CO)C[C@@H]1C,-3.7%,x,-0.7%
CN(C)C(=S)Nc1ccc2c(c1)OCO2,-15.4%,-1.3%,2.7%
Cn1cccc1-c1nc2ccccc2n1Cc1ccccc1,-2.7%,15.6%,13.0%
O=C(CSc1nc2ccccc2nc1Cc1ccc(F)cc1)Nc1ccc2c(c1)OCO2,2.9%,x,2.7%
Fc1ccc(CSc2nnc(-c3cc4c(s3)-c3ccccc3CC4)o2)cc1,2.2%,u,u
CCOc1ccccc1NC(=O)C(c1ccccc1)N1CCN(CC(=O)N2CCOCC2)CC1 (stereo not drawn),-20.2%,x,-2.6%
COc1cc2nc(CN(C)Cc3ccc(SC)cc3)[nH]c(=O)c2cc1OC,-3.9%,-11.2%,5.6%
CC1=NC(=O)C(N=Nc2cccc(O)c2)N1c1ccccc1 (stereo not drawn),-21.2%,4.8%,10.1%
CC1CCCCC1NC(=O)CCCn1c(=S)[nH]c2ccsc2c1=O (stereo not drawn),17.7%,1.8%,6.5%
Clc1ccc2[nH]c3c(NCCN4CCOCC4)ncnc3c2c1,-15.3%,-8.5%,5.6%
Cc1ccc(S(=O)(=O)c2c(O)c3ccc(C(=O)O)cc3[nH]c2=O)cc1,-1.7%,-13.7%,x
CC(C)CN(C(=O)c1ccc(N2CCCC2=O)cc1)c1c(N)n(Cc2ccccc2)c(=O)[nH]c1=O,-2.3%,x,1.0%
CCn1c(C)c(C2N3CC4(C)CN2CC(C)(C3)C4=O)c2ccccc21 (stereo not drawn),-7.3%,x,4.7%
CCOC(=O)C1=NOC(Cn2cc(C#N)c(=O)n(C)c2=O)C1 (stereo not drawn),14.0%,-5.5%,0.0%
O/N=C(\c1ccc2c(c1)OCCO2)C1CCCCC1,7.3%,2.9%,5.5%
COc1ccc(S(=O)(=O)n2nc(OC(=O)c3ccccc3Br)cc2N)cc1,0.5%,-28.0%,5.2%
O=S1(=O)CCC(NC(=S)Nc2ccc3ccccc3c2)C1 (stereo not drawn),5.4%,u,5.0%
CCc1ccc(NC(=O)NC(C)c2ccc3c(c2)OCO3)cc1 (stereo not drawn),-0.9%,6.6%,0.9%
Cc1cc(NC(=O)Cn2nc(C(F)(F)F)c3c2CCCC3)no1,-6.2%,17.5%,3.3%

# Sorted by the number under TDP1 block (rising): 5 from the list above
SMILES	FEN1 inhibitor	N370S GC mod	TDP1 block
CCOc1ccccc1NC(=O)C(c1ccccc1)N1CCN(CC(=O)N2CCOCC2)CC1 (stereo not drawn)	-20.2%	x	-2.6%
Cc1cc(NC(=O)Cn2nc(C(F)(F)F)c3c2CCCC3)no1	-6.2%	17.5%	3.3%
COc1cc2nc(CN(C)Cc3ccc(SC)cc3)[nH]c(=O)c2cc1OC	-3.9%	-11.2%	5.6%
CC1CCCCC1NC(=O)CCCn1c(=S)[nH]c2ccsc2c1=O (stereo not drawn)	17.7%	1.8%	6.5%
CC1=NC(=O)C(N=Nc2cccc(O)c2)N1c1ccccc1 (stereo not drawn)	-21.2%	4.8%	10.1%

# Next structures:
SMILES,FEN1 inhibitor,N370S GC mod,TDP1 block
Cc1c(-c2ccccc2)[n+](=O)c2c(n1[O-])CCC2,-3.3%,-1.1%,-2.4%
Cc1ccc(CS(=O)Cc2ccc(C(=O)NCc3ccccc3)o2)cc1 (stereo not drawn),-6.4%,-5.2%,0.6%
COc1cc([N+](=O)[O-])ccc1NC(=O)N1CCC2(CC1)Nc1cc(F)ccc1-n1cccc12,10.4%,x,5.4%
CC1CCN(CC(=O)Nc2nc(-c3ccccc3)cs2)CC1,u,-8.0%,x
Cc1cccc(C(=O)Nc2cccc(C(=O)N/N=C/c3ccncc3)c2)c1,-10.8%,0.4%,7.0%
CCCCn1c(N)c(C(=S)NC(=O)CC(C)C)c(=O)n(C)c1=O,-2.6%,2.1%,11.0%
CC(CN(C)C)CN1c2ccccc2Sc2ccccc21 (stereo not drawn),-5.3%,-28.3%&-16.6%,12.0%
Cc1cc(-c2sccc2Br)nc(-n2cccc2)n1,1.8%,0.6%,2.7%
Cc1nn(Cc2ccccc2)c(C)c1NC(=O)c1cc2nc(-c3ccco3)cc(C(F)(F)F)n2n1,8.5%,0.0%,9.5%
COc1ccccc1-c1noc2ncnc(Nc3cccc(C)c3)c12,-9.5%,7.5%,x
O=C(OCC(=O)C12CC3CC(CC(C3)C1)C2)c1ccc(O)cc1O,-9.0%,0.8%,-10.6%[0.505 µM]
COCCn1c(C)cc(O)c(C(c2ccccc2)N2CCN(c3ccc(F)cc3)CC2)c1=O (stereo not drawn),4.8%,x,1.9%
Cc1noc2nc(-c3cccs3)cc(-c3nnc4n3CCCCC4)c12,x,23.1%,3.2%
Cc1cc(C)n(S(=O)(=O)c2cc(C(=O)O)c(Cl)cc2Cl)n1,-10.9%,-11.1%,4.1%
COc1ccc(/C=C2\SC(=S)N(CCC(=O)Nc3cccc(C(=O)O)c3)C2=O)cc1,-29.2%,-4.9%,x
Cc1cccc(N2CCN(S(=O)(=O)c3cnc[nH]3)CC2)c1C,12.4%,-5.0%,4.9%
COc1ccc(CCNS(=O)(=O)c2ccc(C3CNC(=O)C3)cc2)cc1OC (stereo not drawn),0.8%,2.1%,4.2%
O=C(CCSc1nc(-c2ccco2)cc(C(F)(F)F)n1)NCc1ccccn1,9.9%,3.8%,7.3%
CC1CCN(c2ccccc2NC(=O)c2cc([N+](=O)[O-])ccc2N2CCOCC2)CC1,2.3%,-1.7%,6.9%
Cc1nnc(SCC(=O)Nc2ccc3c(c2)OCCO3)n1N,2.4%,6.9%,1.0%
Cc1ccccc1C(C(=O)NC1CCCC1)N(C(=O)Cc1cccs1)c1ccc2c(c1)OCCO2 (stereo not drawn),10.1%,4.1%[12.8 µM],0.0%
O=C(CCCN=C1NS(=O)(=O)c2ccccc21)OCC(=O)c1ccccc1Cl,13.1%,-1.0%,-2.5%
COc1ccccc1N1CCN(C[C@@H]2CN3C(=O)N(C)c4ccccc4C3=N2)CC1,x,-7.3%,13.6%[56.1 µM]
CCCCn1c(N)c(N(CC(C)C)C(=O)c2cnccn2)c(=O)[nH]c1=O,2.4%,-5.7%,x
CCCN(CC(=O)Nc1ccccc1OC)C(=O)CCC(=O)c1ccc(F)cc1,1.3%,-22.9%,-0.4%
O=C(c1ccccc1)N1CCN(c2ccc([N+](=O)[O-])c(NCC3CCCO3)c2)CC1 (stereo not drawn),-4.9%,-8.4%,10.8%
COc1ccc(C(=O)[C@H]2[C@H]3C(=O)N(c4ccc(C)cc4)C(=O)[C@H]3C3C=CC=NN32)cc1 (stereo partly drawn),4.6%,-1.4%,6.8%
COC(=O)c1ccc(NC(=O)CCN2C(=O)CSC2=O)cc1,2.1%,-1.5%,-2.8%
COc1ccc(-c2nn(-c3ccccc3)cc2/C=C/C(=O)O)cc1[N+](=O)[O-],7.5%,1.2%,8.4%
CON/C=C(\C=Nc1ccc(C(F)(F)F)cc1)c1ncc(C(F)(F)F)cc1Cl,-16.5%,5.3%,1.0%
CC1CN(c2ccc([N+](=O)[O-])cc2C#N)CC(C)O1 (stereo not drawn),18.3%,-5.6%,5.8%
O=C(NCC1CCCO1)C(=Cc1cccc([N+](=O)[O-])c1)C(=O)NCC1CCCO1 (stereo not drawn),0.8%,14.1%,3.2%
S=c1[nH]nc(-c2ccncc2)n1/N=C/C(Cl)=C\c1ccccc1,2.2%,2.5%,x
Cc1ccc(CSCC(N)C(=O)O)cc1 (stereo not drawn),x,-0.8%,-0.6%
COc1ccc(N2CCN(C(=O)c3oc4c(c3C)C(=O)CCC4)CC2)cc1,-2.1%,-6.0%,x
CCOc1ccc(C=O)cc1CN1CCCCC1,1.9%,-9.4%,0.0%
COc1ccc(CCNC(=O)c2oc3ccccc3c2C)cc1,-15.8%,x,-14.1%
CC(OC(=O)CN1C(=O)c2ccccc2C1=O)C(=O)NC1CCCCC1C (stereo not drawn),-0.4%,-10.1%,5.5%
Cc1ccc(CN(C)C(=O)CSc2nnc3n2CCCCC3)c(C)c1,5.8%,x,2.0%
Cc1nc(-c2ccccc2)sc1-c1nc(-c2cccnc2)ncc1S(=O)(=O)c1ccccc1,-9.2%,-16.7%,4.8%
O=C1CC(c2ccccc2)C(=O)N1c1cccc(O)c1 (stereo not drawn),7.6%,5.4%,0.0%
O=C(CSC1=Nc2ccccc2C2=NC(Cc3c[nH]c4ccccc34)C(=O)N12)NC1CCCCC1 (stereo not drawn),-15.7%,-15.5%,7.0%
O=C(NN1C(=O)C2C(C1=O)C1C=CC2C12CC2)c1ccccc1Cl (stereo not drawn),-14.0%,2.4%,5.5%
O=c1c2ccccc2nc(SCc2cc([N+](=O)[O-])cc3c2OCOC3)n1-c1ccccc1,13.8%,1.3%,5.6%
Cc1cc(C(=O)Nc2sccc2C(N)=O)c(C)o1,-19.4%,x,-6.0%
Cc1cc(=O)[nH]c2nnc(SCC(=O)Nc3ccc(F)cc3F)n12,-1.4%,x,2.6%
COc1ccccc1NC(=O)C(C)NS(=O)(=O)c1ccc(Cl)cc1 (stereo not drawn),-0.8%,-10.6%,7.7%
O=C(CSCc1ccccc1)N1CCN(S(=O)(=O)c2cccc(F)c2)CC1,5.3%,-7.0%,0.0%
Cc1ccc(N/C(N)=N/c2nc(CSc3ccccn3)cc(=O)[nH]2)c(C)c1,7.3%,-2.3%,6.0%
CCc1ccc(OCC(=O)Nc2ccc3oc(=O)ccc3c2)cc1,-2.1%,-1.1%,x
COc1ccc(C(C)NC(=O)C23CC4CC(CC(C4)C2)C3)cc1 (stereo not drawn),-1.8%,3.1%,x
O=C(Nc1ccccc1O)c1cccc(NC(=O)c2ccco2)c1,-6.9%,-9.9%,x
CCC1Oc2ccccc2N(CC(=O)Nc2ccc3c(c2)OCCO3)C1=O (stereo not drawn),-7.9%,1.5%,-2.5%
COc1ccc(OC)c(NS(=O)(=O)c2ccc(NC(C)=O)cc2)c1,-2.4%,5.1%,4.6%
Cc1ccccc1-c1nc(NCc2cccnc2)c2ccccc2n1,x,9.3%,-3.0%[56.1 µM]
CC(C)OC(=O)c1cc(C(=O)c2cc(Br)ccc2O)coc1=N,-1.4%,1.2%,3.5%
COc1ccc2sc(NCc3ccccc3)nc2c1,15.1%,-0.1%,4.4%
C=C1N(c2ccccc2)C(=O)OC1(C)C,0.1%,3.1%,1.8%
COc1ccccc1CNC(=O)CCS(=O)(=O)c1ccc2c(c1)CCCN2C(C)=O,-12.1%,3.7%,2.0%
CSc1cccc(NC(=S)N2CCC(N(C)C(C)C)CC2)c1,-0.7%,-3.7%,2.6%

# Molecules shown so far with two or more sulfur atoms:
SMILES,FEN1 inhibitor,N370S GC mod,TDP1 block
Fc1ccc(CSc2nnc(-c3cc4c(s3)-c3ccccc3CC4)o2)cc1,2.2%,u,u
CC1CCCCC1NC(=O)CCCn1c(=S)[nH]c2ccsc2c1=O (stereo not drawn),17.7%,1.8%,6.5%
O=S1(=O)CCC(NC(=S)Nc2ccc3ccccc3c2)C1 (stereo not drawn),5.4%,u,5.0%
COc1ccc(/C=C2\SC(=S)N(CCC(=O)Nc3cccc(C(=O)O)c3)C2=O)cc1,-29.2%,-4.9%,x
Cc1nc(-c2ccccc2)sc1-c1nc(-c2cccnc2)ncc1S(=O)(=O)c1ccccc1,-9.2%,-16.7%,4.8%
O=C(CSCc1ccccc1)N1CCN(S(=O)(=O)c2cccc(F)c2)CC1,5.3%,-7.0%,0.0%
CSc1cccc(NC(=S)N2CCC(N(C)C(C)C)CC2)c1,-0.7%,-3.7%,2.6%

# Later entries:
SMILES,FEN1 inhibitor,N370S GC mod,TDP1 block
CC12CCC(C(=O)NNc3ccc([N+](=O)[O-])cc3)(OC1=O)C2(C)C (stereo not drawn),-1.4%,-16.4%,4.2%
Cc1sc(NC(=O)c2ccco2)c(C(c2cccnc2)N2CCN(C)CC2)c1C (stereo not drawn),-17.6%,-1.5%,5.0%
Cc1oc2ccc(OCc3ccccc3Cl)cc2c1C(=O)O,15.6%,-5.3%,x
O=C(CN1CCOCC1)Nc1ccccc1,0.6%,u,3.9%
O=C(O)C1CCCCC1C(=O)Nc1cccc(C(=O)N2CCCCC2)c1 (stereo not drawn),-0.2%,-0.1%,0.0%
Cc1ccc(-c2nc(CSCC(=O)N3CCN(c4ccccn4)CC3)c(C)o2)cc1,-6.8%,-4.0%,0.0%
Cc1ccc2c(c1)C1(C)C(C(C)(C)N2C=O)C1(Cl)Cl (stereo not drawn),19.5%,19.0%,x
CCOC(=O)[C@H]1[C@H]2COc3cc(OC)ccc3[C@@H]2N2C(=O)c3c(C)cc(C)cc3NC(=O)[C@@]12C,-0.2%,x,2.6%
O=C(O)C1Cc2ccccc2CN1S(=O)(=O)c1ccccc1 (stereo not drawn),5.6%,0.4%,x
O=C(CSc1c2c(nc3ccc(Cl)cc13)CCCC2)NCc1ccccc1Cl,0.5%,x,0.0%
O=C(COc1ccc(Cl)cc1)NCc1nnc(SCC(=O)c2ccccc2)o1,-2.7%,2.6%,3.9%

# Bioassay records (PubChem BioAssay)
